High-throughput results: PubChem, National Center for Advancing Translational Sciences (NCATS)
EPAC1 antagonist: qHTS for Antagonist of cAMP-regulated guanine nucleotide exchange factor 3 (EPAC1): primary screen. Rap guanine nucleotide exchange factor 3 (Homo sapiens), O95398. EPAC1 GEF assay, Rap1b-BODIPY-GDP exchange fluorescence. Potency, µM (top dose mostly 115 µM), for inactives: top-dose activity change, negative = inhibition, hits mostly inhibitors. hit rate 0.14% among 360,000. AID 720709, 2013;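 also: potency is read from the fitted curve at half-maximal effect; plate controls were vehicle for no effect and positive control for full effect; nearly all actives have a fitted effect of over 50% in size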
Target sequence (O95398 whole entry, looked up): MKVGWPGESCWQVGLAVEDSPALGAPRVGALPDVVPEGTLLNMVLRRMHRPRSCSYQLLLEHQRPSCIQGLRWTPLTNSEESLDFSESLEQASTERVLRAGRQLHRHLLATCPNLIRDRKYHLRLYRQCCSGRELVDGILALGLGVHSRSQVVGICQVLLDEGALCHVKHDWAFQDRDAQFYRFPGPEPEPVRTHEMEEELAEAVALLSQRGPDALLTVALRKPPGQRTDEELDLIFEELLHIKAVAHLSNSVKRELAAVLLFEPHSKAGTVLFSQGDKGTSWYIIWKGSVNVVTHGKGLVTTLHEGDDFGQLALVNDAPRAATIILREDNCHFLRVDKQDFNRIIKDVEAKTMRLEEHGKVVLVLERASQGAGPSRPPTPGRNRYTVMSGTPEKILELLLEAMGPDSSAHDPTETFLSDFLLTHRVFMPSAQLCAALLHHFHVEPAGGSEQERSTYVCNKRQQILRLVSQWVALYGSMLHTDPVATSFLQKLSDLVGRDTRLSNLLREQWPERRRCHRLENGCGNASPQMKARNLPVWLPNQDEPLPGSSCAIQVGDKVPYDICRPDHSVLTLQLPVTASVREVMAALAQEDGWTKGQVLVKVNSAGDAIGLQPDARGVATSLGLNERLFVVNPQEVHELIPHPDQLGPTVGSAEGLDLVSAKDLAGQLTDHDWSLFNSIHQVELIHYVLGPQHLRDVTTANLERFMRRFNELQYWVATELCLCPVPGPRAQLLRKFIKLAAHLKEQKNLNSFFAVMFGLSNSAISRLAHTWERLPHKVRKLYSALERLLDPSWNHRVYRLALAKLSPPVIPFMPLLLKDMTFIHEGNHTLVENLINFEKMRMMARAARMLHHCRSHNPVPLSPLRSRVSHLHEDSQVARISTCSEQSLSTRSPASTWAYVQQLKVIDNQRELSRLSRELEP
EPAC2 agonist: qHTS for Agonist of cAMP-regulated guanine nucleotide exchange factor 4 (EPAC2): primary screen. Rap guanine nucleotide exchange factor 4 (Homo sapiens), Q8WZA2. EPAC2 activation, biochemical qHTS; response scale: 100% = 6.5 mM cAMP response. Potency, µM (highest dose often 154 µM), without a hit: at the highest dose activation, most hits filed as activators. hit rate 0.079% among 360,000. AID 720711, 2013; also: potency is read from the fitted curve at half-maximal effect; nearly all actives have a fitted effect of over 50% in size
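qHTS, titration series. 100 nM EPAC2 / 250 nM Rap1B-BODIPY-GDP / 50 uM GDP; RT; ex 480/em 540 nm, 5-min reads to 30 min. Norm. to 6.5 mM cAMP = activation.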
CCT modulator: High-Throughput Screening for Modulators of Cytosolic Chaperonin Activity. AID 651819, 2012. purified chaperonin ATPase assay, HTRF ADP detection, 30 min. activity change, % (test concentration not listed), hits read low. hit rate 0.3% among 360,000; in the data active = activity change below about -30%; also: % is scaled to controls: 0 for no effect and ±100 for the full control effect
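TRiC (40 or 20 nM final, by batch activity) in 30 mM Tris pH 7.4, 100 mM KCl, 5 mM MgCl2, 1 mM DTT was treated with compound at 76 uM single dose, then 10 uM ATP, 30 min at 37 °C. ADP was read by HTRF Transcreener.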
PI5P4K alpha inh: qHTS for Inhibitors of phosphatidylinositol 5-phosphate 4-kinase (PI5P4K) | PI5P4Kalpha enzyme, ADP-Glo luminescence, 60 min; active compounds read low | max response, % | hit rate 1.2% among 330,000; active = max response of -50% or lower; inconclusive = between -30% and -50%; inactive = -30% or higher; also: value at the top dose of about 77 µM; % is scaled to controls: 0 for no effect and ±100 for the full control effect
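Controls without substrate or without enzyme flank wells where PI5P4Kalpha converts substrate using 5 microM ATP (final). Incubation lasts 60 minutes at room temperature; ADP formed is read by ADP-Glo luminescence.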
IL2 activator: qHTS of IL-2 Activators. IL-2 activation reporter assay, cell-based qHTS; stimulated with anti-CD3/CD4/CD28 beads; in transgenic mouse T cells. activation, % (series mostly up to about 46 µM). hit rate 0.065% among 360,000. AID 652025, 2013; in the data active = activation above about 50%; inconclusive = mostly about 30% to 49%; also: 0% is about no effect
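Unstimulated transgenic mouse T cells; 60-min compound exposure; bead-based TCR/CD4/CD28 stimulation; 18 h culture, 37 degrees C; dual fluorescence (EGFP, DsRed) plate cytometry.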
PLK1 PBD block: qHTS for Inhibitors of PLK1-PDB (polo-like kinase 1 - polo-box domain): Primary Screen; Serine/threonine-protein kinase PLK1 (Homo sapiens), P53350; Potency, µM, without a hit: max response, negative = inhibition, hits mostly inhibitors; Plk1 PBD binding of FITC phosphopeptide, fluorescence polarization; hit rate 2.8% among 360,000; also: potency is read from the fitted curve at half-maximal effect; series mostly up to about 57 µM; % is scaled to controls: 0 for no effect and ±100 for the full control effect; nearly all actives have a fitted effect of over 65% in size
EPAC1 ag: qHTS for Agonist of cAMP-regulated guanine nucleotide exchange factor 3 (EPAC1): primary screen; hit rate 0.073% among 360,000; EPAC1 agonist qHTS, biochemical assay; response scale: 100% = response to 6.5 mM cAMP; Rap guanine nucleotide exchange factor 3 (Homo sapiens), O95398; AID 720707, 2013; Potency, µM (titrated, usually from 154 µM), for inactives: at the top dose activation, usual class: activators; also: potency is read from the fitted curve at half-maximal effect; nearly all actives have a fitted effect of over 60% in size
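Fluorescent GDP-exchange assay: 100 nM EPAC1 with 250 nM Rap1B preloaded with BODIPY-GDP and 50 uM GDP; compounds tested as concentration series, 5 min at room temperature, then read every 5 min for 30 min (ex 480/em 540 nm); normalized to 6.5 mM cAMP.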
WRN inhibitor: qHTS for Inhibitors of WRN Helicase; Bifunctional 3'-5' exonuclease/ATP-dependent helicase WRN (Homo sapiens), Q14191; WRN helicase unwinding, fluorescent forked duplex, kinetic; Potency, µM (doses to about 114 µM), inactives show at the highest dose activity change, negative = inhibition, actives largely listed as inhibitors; hit rate 0.46% among 360,000; also: potency is read from the fitted curve at half-maximal effect; % is scaled to controls: 0 for no effect and ±100 for the full control effect; nearly all actives have a fitted effect of over 55% in size
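Enzyme (20 nM final) and test compound sit together 15 min at room temperature before substrate addition. Substrate is a single-forked duplex oligonucleotide (100 nM) labelled with fluorophore and quencher, with 2 mM ATP; helicase unwinding raises red fluorescence, read kinetically.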
The depositor's hits bear a star; ? = inconclusive; . = no result given; [ ] = dose if it differs, or a comment. Unless noted, calls follow the shape of the dose curve; as a rule, active = well fitted curve in the direction sought with a large enough effect; inconclusive = small, poorly fitted or top-dose-only effect, or another doubt; inactive = no such curve, though single readings can be large; an effect the other way counts as inactive or inconclusive.

compound,EPAC1 antagonist,EPAC2 agonist,CCT modulator,PI5P4K alpha inh,IL2 activator,PLK1 PBD block,EPAC1 ag,WRN inhibitor
O=C(Nc1ccc(F)cc1)c1cc2ccccc2o1,-5%,0%,-1.6,4,1.7,-11%,-1%,-1%
O=C1CC2(CCN1)CCN(Cc1ccccc1)CC2,5%,-7%,1.3,1,-2.7,1%,5%,4%
Cc1ccc(C(=O)N[C@H](C(=O)Nc2ccc(F)cc2)C(C)C)cc1,-3%,-4%,-1.1,-1,3.0,2%,-1%,5%
CCCCN1C(C(=O)Nc2cc(C)on2)=C(O)c2ccccc2S1(=O)=O,?,10%,-3.1,5,-3.0,-6%,2%,-3%
Cc1ccc(OCCOCCN2CCN(C)CC2)c(C(C)(C)C)c1,-2%,4%,0.5,3,5.0,-10%,3%,1%
O=C(O)c1ccc(N2C(=O)CC(N3CCC(c4nc5ccccc5[nH]4)CC3)C2=O)cc1 (stereo unspecified),-6%,5%,0.4,4,1.2,-4%,4%,-8%
CCOC(=O)c1ccc2[nH]c3c(c2c1)CCCC3NC=O (stereo unspecified),-18%,9%,-1.7,-5,2.3,-7%,14%,-6%
COc1cc(NC(=O)CNC(=O)Cn2c(C)cc3ccccc3c2=O)cc(OC)c1OC,-4%,7%,1.4,-2,-0.1,3%,0%,5%
CC(=O)NCCC(=O)N(C)CC1CCN(CCc2cccc(C(F)(F)F)c2)CC1,0%,1%,-0.9,-14,0.1,21µM*,-1%,0%
FC(F)(F)Sc1ccc(NC(=S)NCc2ccccc2)cc1,-7%,6%,0.0,12,-0.9,4%,-1%,-4%
Cc1nn(C)cc1NC(=O)Cn1nc(C(F)(F)F)cc1C1CC1,-6%,-3%,-0.8,-3,0.7,-3%,-2%,-21%[57.1 µM]
COc1ccc(S(=O)(=O)N2CC(C)N(C(=O)N(C)C)C2C)cc1 (stereo unspecified),-10%,4%,-0.9,0,-1.6,-1%,1%,-21%
Cc1nc2nc(N)nc(OCc3ccccc3)c2nc1C,-2%,1%,-2.1,1,-4.3,-4%,9%,-9%
O=C(NC1CCCC1)C(c1cccs1)N(C(=O)c1ccno1)c1ccccc1 (stereo unspecified),11%,-9%,0.6,11,-0.2,-5%,-1%,-2%[57.1 µM]
CCCCn1c(N)c(N(CC(C)C)C(=O)c2cc3c(s2)CCC3)c(=O)[nH]c1=O,-12%,14%,1.1,5,0.3,-5%,-9%,3%
C=CCOc1ccc(Br)cc1CNCCCN1CCOCC1,7%,8%,-0.2,-7,1.3,-1%,-3%,-6%
O=C(NCc1cccnc1)c1ccc(NC(=O)c2ccco2)cc1,5%,2%,-1.2,-1,-3.6,-2%,6%,-2%
CCOc1ccccc1NC(=O)CSc1ccc(-c2sc(C)nc2C)nn1,-7%,-2%,-0.5,-2,-0.5,?,6%,-3%
CCOc1cc([N+](=O)[O-])cc2c1C(=O)Nc1ccccc1O2,-17%,2%,-0.6,-25,2.5,18%,-4%,2%
O=C1NC[C@@H](CCCCN2C[C@H](Cc3ccc(O)cc3)N(CCc3ccc(O)cc3)C(=O)C2=O)N(CCc2ccccc2)C1=O,0%,2%,-1.3,-3,-0.8,-9%,8%,-1%
CCCC(=O)Nc1cccc(-c2nc3ccccc3c(=O)o2)c1,-11%,2%,-3.3,10,-2.0,-5%,-2%,-18%
Cc1cc(NC(=O)CSc2nc3c(sc4ccccc43)c(=O)n2CCCN2CCOCC2)n[nH]1,-7%,13%,0.0,.,0.3,-5%,5%,-9%
Nc1ncc([N+](=O)[O-])c(N2CCCCCC2)n1,13%,6%,-1.9,-7,0.0,-14%,11%,-1%
C/C(=N/n1cnnc1)c1cccnc1,-5%,9%,0.6,0,-0.5,-1%,-3%,-4%
CN(CCc1ccccn1)C(=O)Nc1ccc(C(C)(C)C)cc1,-27%,8%,-4.4,7,-0.3,-12%,0%,-26%
CC[C@@H]1C/C=C\Cc2ccccc2[C@H](C(=O)C[C@@H](O)CC(C)=O)OC1=O,9%,3%,0.9,-3,0.6,?,-19%,-1%
COc1ccc(C(C#N)=C2C=CC(=NO)c3ccccc32)cc1,-3%,10%,-3.6,-9,0.3,0%,-3%,2%[57.1 µM]
O=C(OCc1ccccc1F)c1ccc2c(c1)OCCO2,-7%,19%,-3.4,11,-1.2,-7%,13%,-2%
Cc1ccc(CN2CCN(CC(=O)N=Nc3c(O)[nH]c4ccccc34)CC2)cc1,6%,-6%,0.3,12,-1.2,-14%,-8%,-4%
N=C(N)SCc1ncccc1O,-7%,0%,-1.0,0,0.1,-26%,2%,-14%
O=C(NCCO)OC1CC2CC1[C@H]1CCCCN1C2=O (stereo partly specified),-1%,9%,0.4,1,3.5,-2%,6%,-2%
CNC(=O)c1oc(-c2ccccc2)nc1C,-28%,2%,-0.8,0,0.4,-4%,7%,4%
O=C(N/N=C/c1c(O)n(-c2ccc(Cl)cn2)c(=O)c2ccccc12)C1CC1,-1%,3%,0.0,-7,1.0,?,6%,-4%
COc1cc(C(=O)Nc2nc3ccc(C)cc3s2)ccc1OCc1c(C)noc1C,8%,-3%,0.1,-1,-4.9,-1%,-8%,9%
CCN(CC(=O)NCc1cccs1)C(=O)Cc1ccc(Cl)c(Cl)c1,-15%,9%,-2.0,3,-0.4,-9%,8%,0%
CCCOc1ccc(-c2nnn(CC(=O)c3c[nH]c4ccccc34)n2)cc1,1%,5%,5.4,.,-0.9,1%,8%,-7%
O=C(Nc1ccc(N2CCOCC2)c(Cl)c1)c1ccc(Br)o1,-19%,3%,1.0,3,0.2,-4%,0%,2%
C[C@H](CO)N1C[C@H](C)[C@H](CN(C)C(=O)Nc2ccc(C(F)(F)F)cc2)Oc2ncc(Br)cc2C1=O,-12%,12%,-2.2,-11,-4.1,-12%,16%,0%
Cc1cc(S(=O)(=O)Nc2c(C)nn(C)c2C)c(Cl)cc1Cl,?,-2%,1.2,6,-0.9,-11%,4%,-14%
CC(=O)Nc1ccc(C=NNc2nnc(NN=Cc3ccc(NC(C)=O)cc3)c3ccccc23)cc1,-9%,7%,2.5,?,0.1,-7%,5%,-22%
N=c1c(C(=O)NCc2ccccc2)cc2c(=O)n3ccccc3nc2n1Cc1ccco1,12%,6%,0.5,0,-1.1,-8%,-2%,-6%
COc1cccc(NS(=O)(=O)c2ccc(OC)c(OC)c2)c1,-17%,7%,-0.2,.,-1.4,0%,0%,-3%
COCCN(C(=O)COC(=O)c1ccccc1NCc1ccco1)c1c(N)n(Cc2ccccc2)c(=O)[nH]c1=O,3%,2%,2.1,1,-0.8,-1%,-6%,-7%
O=C(Nc1ccc(S(=O)(=O)N2CCOCC2)cc1)C1CC1,2%,1%,0.4,-4,-0.1,-1%,2%,12%
COc1cccc(-n2nc(C(=O)O)c3ccccc3c2=O)c1,1%,8%,0.5,.,-1.0,2%,-3%,-5%
COc1cccc(NC(=S)NCc2ccncc2)c1,-4%,-11%,-2.9,0,-2.8,-12%,0%,0%
COc1ccc(OC)c(CN2CCC(C(=O)N3CCOCC3)CC2)c1,-17%,7%,-0.1,2,2.3,-15%,6%,-2%
COc1cc(C)c(CN2CCSCC2)cc1C,0%,7%,-0.6,0,1.6,-10%,12%,3%
O=C1CC2(CCN(C(=O)c3cccc(F)c3)CC2)Oc2ccccc21,-4%,-9%,1.1,3,0.2,5%,3%,1%
Cc1cn(C2C=CC(CO)O2)c(=O)[nH]c1=O (stereo unspecified),0%,3%,1.9,-8,3.1,30µM*,0%,9%
O=C(NCc1ccc(F)cc1)C1CCN(S(=O)(=O)N2CCCCC2)CC1,14%,2%,1.3,.,2.0,1%,3%,4%
Cn1nnc(C(O)CNCc2ccc(Cl)cc2)n1 (stereo unspecified),-28%,7%,-0.5,5,5.1,-16%,-2%,-4%
Cc1cc(C(=O)OCC(=O)N2C(C)CCCC2C)c(C)o1 (stereo unspecified),1%,-11%,-1.4,0,-2.4,-23%,5%,?
Cc1c(C(=O)Nc2c3c(nn2C(C)(C)C)CS(=O)(=O)C3)cccc1[N+](=O)[O-],7%,4%,-0.7,-3,-4.1,7.5µM*,5%,-6%
CC(=O)c1ccccc1C(=O)N1CCCC(CCC(=O)N2CCN(c3ccccn3)CC2)C1 (stereo unspecified),0%,6%,-1.8,2,1.7,-14%,-6%,-25%
N#Cc1c(-c2ccccc2)c(-c2ccccc2)n[nH]c1=O,5%,11%,-5.6,-1,-2.1,-14%,-6%,4%
Cc1ccccc1C(=O)NNC(=O)c1cccc(Br)c1,-20%,0%,0.7,0,-0.1,3%,6%,3%
N#C/C(=C\c1cccnc1)c1ccc(Br)cc1,-6%,-5%,-0.6,0,-1.8,-3%,-10%,7%
O=C(Cc1ccccc1)NCC(=O)N/N=C/c1cccs1,-15%,16%,-2.6,-18,-3.9,-22%,-2%,-7%
CC(=O)c1ccc(S(=O)(=O)NCC(=O)NC(c2nc3ccccc3[nH]2)C(C)C)cc1 (stereo unspecified),-8%,15%,-1.0,-21,0.1,19µM*,-2%,5%

Single values from the list.
For PLK1 PBD block, `Nc1ncc([N+](=O)[O-])c(N2CCCCCC2)n1` has -14%
For EPAC1 ag, `N=C(N)SCc1ncccc1O` has 2%

A portion of the library; rates above refer to the full screens.
